GPR151 activ = activators of human GPR151. Q8TDV0. PathHunter beta-arrestin GPR151 cells, luminescence. activation, % at 11.2 µM. 650,000 tested, 1% active. AID 1508602; in the data active = activation above about 4.9%;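 also: 0% = median of compound wells and 100% = cells with positive control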
Target sequence (Q8TDV0 whole entry, looked up): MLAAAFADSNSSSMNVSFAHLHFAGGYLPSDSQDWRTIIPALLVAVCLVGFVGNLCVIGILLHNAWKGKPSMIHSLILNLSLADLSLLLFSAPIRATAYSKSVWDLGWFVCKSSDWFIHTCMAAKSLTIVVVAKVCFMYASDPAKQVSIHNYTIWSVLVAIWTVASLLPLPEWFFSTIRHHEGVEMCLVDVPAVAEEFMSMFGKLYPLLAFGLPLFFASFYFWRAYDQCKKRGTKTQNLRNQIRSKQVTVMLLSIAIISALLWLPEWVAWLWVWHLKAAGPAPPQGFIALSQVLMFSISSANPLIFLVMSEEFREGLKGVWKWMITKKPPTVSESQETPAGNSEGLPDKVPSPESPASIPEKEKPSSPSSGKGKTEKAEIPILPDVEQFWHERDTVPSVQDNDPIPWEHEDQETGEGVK
FBW7 act = activators of human E3 ligase FBW7; AID 1259310; 650,000 tested, 0.13% active; normalized activity (activation), % at 26.1 µM; Q969H0; AlphaScreen FBW7–phospho-cyclin E peptide binding, activator screen; in the data active = normalized activity above about 1.9%;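 also: purified mutant Fbw7 with reduced substrate affinity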
MITF primary = inhibitors of human MITF; O75030; AlphaScreen MITF homodimerization, bead proximity signal; inhibition, % at 2.6 µM; 650,000 tested, 0.91% active; AID 1259374; in the data active = inhibition above about 50%;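 also: 0% = vehicle wells with protein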
Target sequence (O75030 whole entry, looked up): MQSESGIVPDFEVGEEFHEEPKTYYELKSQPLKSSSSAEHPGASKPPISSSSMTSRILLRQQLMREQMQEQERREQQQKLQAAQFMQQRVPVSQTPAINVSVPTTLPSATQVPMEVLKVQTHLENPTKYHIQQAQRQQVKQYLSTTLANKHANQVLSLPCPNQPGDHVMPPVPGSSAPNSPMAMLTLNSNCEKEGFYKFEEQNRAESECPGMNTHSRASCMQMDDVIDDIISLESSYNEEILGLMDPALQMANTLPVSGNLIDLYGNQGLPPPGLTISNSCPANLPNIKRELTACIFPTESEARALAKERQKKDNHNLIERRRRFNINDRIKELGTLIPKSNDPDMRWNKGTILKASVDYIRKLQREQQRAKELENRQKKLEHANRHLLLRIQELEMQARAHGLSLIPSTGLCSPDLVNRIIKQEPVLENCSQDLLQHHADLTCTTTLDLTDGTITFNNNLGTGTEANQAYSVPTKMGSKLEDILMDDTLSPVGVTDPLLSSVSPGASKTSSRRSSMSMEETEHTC
TEAD-YAP inh = TEAD-YAP interaction inhibition; HEK-TIYL cells, TEAD-Gal4/YAP UAS-luciferase luminescence; AID 1259422; 640,000 tested, 1.4% active; inhibition, % at 9.12 µM; in the data active = inhibition above about 32%;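 also: 0% = median of test compound wells and 100% = reference inhibitor wells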
The depositor's hits bear a star; & = joins results of further samples.

Results follow in this order: GPR151 activ	FBW7 act	MITF primary	TEAD-YAP inh
> CCOC(=O)N1CCC(N2C(=O)c3ccccc3C2Nc2cccnc2)CC1 (stereo not given)
 : 1.3	0.3	9	-4
> Cc1ccc2oc3cc(NCCO)c4c(=O)c5ccccc5c(=O)c4c3[nH]c2c1
 : -0.1	-0.1	-6	-6
> Cc1ccccc1-c1nc(-c2ccc(NC(=O)c3cccs3)cc2)no1
 : -2.3	0.0	-1	-60
> CCCCC(=O)Nc1ccccc1-c1nc2cc(C)c(C)cc2[nH]c1=O
 : -2.3	-0.1	-4	-28
> O=c1oc2ccc(Br)cc2cc1-c1nnc(Nc2ccc(F)cc2)s1
 : 1.3	-0.1	-4	-2
> Cc1ccc(Cl)cc1N1CCN(C(=O)CCNc2c(N3CCCC3)c(=O)c2=O)CC1
 : -0.2	0.5	-1	6
> CC(C)CC(NC(=O)c1cccnc1)c1nnc2n1CCN(Cc1ccsc1)CC2 (stereo not given)
 : 0.3	0.1	-9	-3
> Cc1cc(C)cc(NC(=S)NCc2ccncc2)c1
 : 0.3	-0.1	0	10
> COc1ccccc1N1CCN(C(=O)CCCCCn2c(=S)[nH]c3cc4c(cc3c2=O)OCO4)CC1
 : -1.3	0.1	15	4
> Cc1cc(C)nc(NS(=O)(=O)c2ccc(NC(=O)c3sc4nc(-c5ccccc5)cc(C(F)(F)F)c4c3N)cc2)n1
 : -2.0	0.1	10	-5
> Cc1cc(C)n(C(=O)c2ccc(S(=O)(=O)N3CCCCC3)cc2)n1
 : -0.3	0.0	12	14
> Cc1ccc(C)c(CS(=O)(=O)CC2Nc3ccc(C(=O)NCc4ccccc4)cc3NC2=O)c1 (stereo not given)
 : 2.3	0.5	6	-4
> CCOC(=O)Nc1sc(C(=O)OCC)c(C)c1C(=O)OCC
 : -0.3	0.2	17	6
> Cc1oc2ccc(OC(=O)c3ccccc3Br)cc2c1C(=O)OC(C)C
 : 0.3	0.3	10	-4
> CCN(CC)C(=O)c1sc2nc3cc(OC)c(OC)cc3cc2c1N
 : -1.0	-0.2	-2	-10
> Oc1ccc2ccccc2c1C=NCc1cn2ccccc2n1
 : -1.7	-0.1	21	3
> COc1ccc(-c2cc(C(=O)Nc3cccc(C)c3C)c3ccccc3n2)cc1
 : 1.3	0.0	22	9
> CCc1nnc(NC(=O)CN2C(=O)C3C4C=CC(C5CC45)C3C2=O)s1 (stereo not given)
 : 1.7	0.4	15	10
> CCNC(=O)[C@@H]1C[C@H](NCc2ccc(OC)c(C)c2)CN1Cc1ccccc1
 : 0.7	-0.2	6	8
> COC(=O)C1=C(C(=O)c2ccc(C)cc2)C(c2ccccc2)n2nnnc2N1 (stereo not given)
 : 0.8	-0.1	0	-5
> CC(C)c1nc(N2CCN(C(=O)c3ccco3)CC2)c(C#N)c2c1COC(C)(C)C2
 : 0.3	0.1	18	-8
> CCSc1nnc(NC(=O)C(CC)c2ccccc2)s1 (stereo not given)
 : 2.2	0.1	-21	2
> COC(=O)c1c(C)[nH]c(C(=O)CSc2cc(C)c3ccccc3n2)c1C
 : -0.3	0.0	5	-5
> Cc1cc(N)c(O)c(-n2nc3ccccc3n2)c1
 : -1.7	0.1	0	-35
> O=C(Nc1cccc2ccccc12)c1cccc(NC(=O)c2ccccc2Cl)c1
 : -1.1	0.1	7	1
> COC(=O)c1ccc2c(=O)n(CCN3CCOCC3)c(SCc3cccc(Cl)c3)nc2c1
 : 1.7	0.5	11	-3
> O=C1C(=O)N(CCc2ccc(O)cc2)C(c2ccccc2F)/C1=C(/O)c1ccccc1 (stereo not given)
 : 1.2	0.1	10	2
> O=C(/C=C/c1ccc(Br)cc1)NC(=S)NNC(=O)c1ccco1
 : -1.4	0.0	6	-16
> CCCCNC(=O)/C(C#N)=C/c1cccnc1
 : 2.5	0.1	2	-13
> CCCC(=O)Oc1ccc(N(C(=O)CCC)S(=O)(=O)c2ccc(Cl)cc2)c2ccccc12
 : -0.2	0.1	3	-3

Among those listed so far, 4 contain a Cl atom.
Results follow in this order: GPR151 activ	FBW7 act	MITF primary	TEAD-YAP inh
> Cc1ccc(Cl)cc1N1CCN(C(=O)CCNc2c(N3CCCC3)c(=O)c2=O)CC1
 : -0.2	0.5	-1	6
> O=C(Nc1cccc2ccccc12)c1cccc(NC(=O)c2ccccc2Cl)c1
 : -1.1	0.1	7	1
> COC(=O)c1ccc2c(=O)n(CCN3CCOCC3)c(SCc3cccc(Cl)c3)nc2c1
 : 1.7	0.5	11	-3
> CCCC(=O)Oc1ccc(N(C(=O)CCC)S(=O)(=O)c2ccc(Cl)cc2)c2ccccc12
 : -0.2	0.1	3	-3

(next part)
Results follow in this order: GPR151 activ	FBW7 act	MITF primary	TEAD-YAP inh
> CCOc1ccccc1-n1c(C)cc(/C=C2/C(=N)N3C=C(C)SC3=NC2=O)c1C
 : 1.2	0.1	-3	7
> COc1ccc(CC2(C)OC(c3cccs3)=NN2C(C)=O)cc1 (stereo not given)
 : 1.4	-0.1	0	36*
> O=C(CCc1cccnc1)NCc1nnc2n1CCN(C(=O)CC1CCCCC1)CC2
 : -0.9	0.0	-3	1
> CCOc1ccc(CCNS(=O)(=O)c2cc3c(cc2C)NC(=O)CO3)cc1OCC
 : 0.6	0.1	1	-3
> COc1ccc2c(c1)c(=O)oc1c(C)c(OCc3ccc(C(=O)O)o3)ccc12
 : 2.5	-0.1	33	5
> CCCCCn1c(=S)[nH]c2cc(C(=O)N3CCCCC3)ccc2c1=O
 : -1.1	0.3	1	-42
> COc1ccc(Nc2ncnc3c2cnn3-c2ccc(C)cc2)cc1OC
 : -1.7	0.4	-4	6
> O=C(Nc1nncs1)c1ccccc1
 : 0.4	-0.1	6	2
> CCOC(=O)C1=C(C)N(Cc2ccco2)C(=O)C1(NC(=O)c1ccccc1)C(F)(F)F (stereo not given)
 : 0.1	0.2	9	9
> C=CCc1cc(/C=c2/sc3n(c2=O)C(c2ccc(Cl)cc2)C(C(=O)OCC)=C(C)N=3)cc(OCC)c1O (stereo not given)
 : 0.2	0.0	16	16
> N#Cc1ccc(NC(=O)COC(=O)c2cc[n+]([O-])cc2)cc1
 : 1.1	0.1	8	2
> OC(CN1CCOCC1)Cn1ccc2ccccc21 (stereo not given)
 : -0.7	-0.2	28	2
> Cc1ccc(NC(=O)/C(=C\c2ccco2)NC(=O)c2ccc(C)cc2)cc1
 : 0.6	-0.1	-9	6
> C=CCN1C(=O)CC(C(=O)Nc2ccc(C(=O)OC)cc2)SC1=Nc1ccc(Cl)cc1 (stereo not given)
 : -0.3	0.0	-16	0
> O=C(Nc1ccccc1)Nc1snnc1C(=O)O
 : -3.3	1.2	14	1
> Cc1ccccc1C(=O)Nc1sc2c(c1C(=O)O)CCC(C(C)(C)C)C2 (stereo not given)
 : 0.4	-0.1	-7	13
> CCc1ccc(OC(=O)Cn2c3ccccc3c(=O)c3ccccc32)cc1
 : 0.1	0.5	-8	-14
> COc1cccc(NC(=O)c2oc3ccccc3c2NC(=O)c2cc(OC)cc(OC)c2)c1
 : -0.1	0.0	-5	0
> Cc1cccc(-n2cnc3cc(C(=O)NCc4ccc5c(c4)OCO5)ccc32)c1
 : 7.0*	0.0	15	5
> COCCn1c(SCC(=O)Nc2ccc(F)cc2)nc2cccnc21
 : 1.0	0.0	3	5
> CCOC(=O)c1c(C)n(-c2ccc(OCC)cc2)c2c1cc(O)c1ccccc12
 : 0.2	0.3	9	-1
> CC1CCN(CC(=O)NCc2ccco2)CC1
 : -0.9	0.0	5	0
> COc1ccc(S(=O)(=O)N2CCN(Cc3cc(Br)ccc3OC)CC2)cc1
 : 2.3	0.0	-18	-6
> COc1cc(OC)cc(-n2nc(C(=O)N3CCN(c4cccc(Cl)c4)CC3)c3ccccc3c2=O)c1
 : 4.3	0.5	23	10
> CCOC(=O)c1c(CSc2nc(C)c(CC)c(C)c2C#N)n(C)c2cc(Br)c(OC(C)=O)cc12
 : -0.7	0.2	5	2
> O=C(CN1C(=O)c2ccccc2C1=O)NCC(=O)OCC(=O)c1ccc(Cl)cc1
 : 1.5	0.1	-1	10
> CC(OC(=O)CCN1c2ccccc2Sc2ccccc21)C(=O)NC(N)=O (stereo not given)
 : 0.0	0.0	5	0
> COc1cnc(NS(=O)(=O)c2ccc(N)cc2)nc1
 : 0.0&0.1	0.1&0.3	0&11	10
> CCOC(=O)c1nc2nc(C)cc(=O)n2[nH]1
 : 0.1	0.6	1	-8
> Cc1ccccc1N1CCN(C(=O)C2(C)Cc3ccccc3C(=O)O2)CC1 (stereo not given)
 : -1.9	-0.3	8	-7

Brought forward from above: 6 entries, followed by the next part.
Results follow in this order: GPR151 activ	FBW7 act	MITF primary	TEAD-YAP inh
> CCOC(=O)c1c(CSc2nc(C)c(CC)c(C)c2C#N)n(C)c2cc(Br)c(OC(C)=O)cc12
 : -0.7	0.2	5	2
> O=C(CN1C(=O)c2ccccc2C1=O)NCC(=O)OCC(=O)c1ccc(Cl)cc1
 : 1.5	0.1	-1	10
> CC(OC(=O)CCN1c2ccccc2Sc2ccccc21)C(=O)NC(N)=O (stereo not given)
 : 0.0	0.0	5	0
> COc1cnc(NS(=O)(=O)c2ccc(N)cc2)nc1
 : 0.0&0.1	0.1&0.3	0&11	10
> CCOC(=O)c1nc2nc(C)cc(=O)n2[nH]1
 : 0.1	0.6	1	-8
> Cc1ccccc1N1CCN(C(=O)C2(C)Cc3ccccc3C(=O)O2)CC1 (stereo not given)
 : -1.9	-0.3	8	-7
> Nc1c(Cl)cc(N2C(=O)C=CC2=O)cc1Cl
 : -2.1	-0.2	-6	-2
> CC(C)N1CCC(N2CCN(Cc3ccc(Cl)cc3)CC2CCO)CC1 (stereo not given)
 : 0.2	0.1	9	1
> CCn1cc(C2=NCC(C)O2)c2ccccc21 (stereo not given)
 : 1.0	0.6	1	-3
> CC1(CCc2ccc(OC(F)F)cc2)NC(=O)NC1=O (stereo not given)
 : 0.0	-0.1	-3	-5
> Cc1cc(Nc2ccc(N3CCOCC3)cc2)nc(Nc2ccc(-n3ccnc3)cc2)n1
 : 8.9*	-0.2	4	99*
> O=C(CCn1nc(-c2ccccc2)ccc1=O)N1CCN(c2ccccc2)CC1
 : -0.8	1.1	14	-2
> O=C(O)c1cnn2c(C(F)F)cc(-c3ccccc3)nc12
 : -0.8	-0.1	14	3
> O=C(/C=C/c1ccc(S(=O)(=O)N2CCCCCC2)cc1)OCC(=O)c1ccc[nH]1
 : 1.1	0.0	13	6
> CCOc1cc2[nH]c(=O)n(Cc3cccc(OC)c3)c(=O)c2cc1OCC
 : 8.5*	-0.1	-3	5
> N#CCCN(C(=O)COC(=O)c1ccc([N+](=O)[O-])o1)c1ccccc1
 : -0.3	0.1	-2	-2
> Nn1cnnc1SCC(=O)Nc1ccccc1-c1ccccc1
 : -0.5	0.0	0	0
> Cc1ccc(NC(=O)Nc2nnc(C(C)c3ccccc3)s2)cc1 (stereo not given)
 : -1.1	0.0	3	-1
> c1ccc(Nc2nc(NCCN3CCOCC3)c3ncn(C4CCCCC4)c3n2)nc1
 : -0.4	-0.2	-1	-12
> O=C(C1CC12CCN(Cc1ccsc1)CC2)N1CCN(c2ccccc2)CC1 (stereo not given)
 : 0.8	-0.1	1	-12
> Cc1ccc(CNC(=O)CCC(=O)Nc2ccc(C)cc2C)cc1
 : 2.7	-0.1	6	8
> CCc1ccc(S(=O)(=O)N2CC(=O)Nc3ccccc32)cc1
 : 1.7	0.1	8	8
> Nn1c(COc2ccccc2F)nnc1SCc1nc2ccccc2s1
 : 0.3	0.0	5	-24
> c1ccc2sc(NCCN3CCCC3)nc2c1
 : -0.2	-0.2	3	-32
> Cc1cc(NC(=O)c2ccccc2Cl)ccc1O
 : -3.6	0.0	-23	83*
> Cc1cc(C)c(C#N)c(SCS(=O)Cc2ccccc2)n1 (stereo not given)
 : -1.1	-0.1	0	-3
> COc1ccc(CNC(=O)CSc2nc3[nH]ncc3c(=O)n2-c2ccccc2OC)cc1
 : 0.2	0.0	15	6
> Cc1ccc(-c2nc(Nc3ccccc3)sc2C)cc1
 : 1.4	-0.2	4	-60
> CCCCOc1ccc(/C=C2\N=C(c3cccc(I)c3)OC2=O)cc1
 : -0.5	0.0	3	0
> Cc1ccc(-c2nnnn2-c2ccc(Cl)cn2)cc1[N+](=O)[O-]
 : -0.2	-0.2	10	-9
> CCCc1c(O)nc(SCCN(CCC)CCC)n(-c2ccccc2)c1=O
 : 0.7	-0.1	-3	-11
> COc1ccc(OC)c(C2CC(=O)c3c([nH]c(C(=O)OC(C)C)c3C)C2)c1 (stereo not given)
 : 1.1	0.1	0	50*
> COc1ccc(C2C(C(=O)N3CCC(C)CC3)c3cc(OC)c(OC)cc3C(=O)N2C)cc1OC (stereo not given)
 : 0.6	0.0	-2	-4
> C/C(CS(=O)(=O)c1ccccc1)=N/NC(N)=S
 : 1.4	-0.3	-5	1

Compound activity from PubChem BioAssay.
